From PubChem BioAssay
LDHA inh = blocks human lactate dehydrogenase A | purified LDHA, NADH/diaphorase-resazurin fluorescence; stronger effect = lower value | activity change, % (values are at about 110 or 230 µM) | 0.15% of 480,000 active; in the data active = activity change below about -30%; inconclusive = mostly about -25% to -30%;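 also: plate controls were DMSO wells for no effect and wells without enzyme for full effect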
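Resorufin fluorescence (ex540/em590), read at 0 and 20 min after diaphorase/resazurin addition, reports the NADH left after a 5 min room-temperature reaction of 2 nM human LDH5 with 0.06 mM NADH and 0.2 mM pyruvate.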
IDH1 R132H inh = inhibitors of human mutant IDH1 R132H | O75874 | IDH1-R132H enzyme, NADPH consumption, diaphorase/resazurin fluorescence | AID 602179 | Potency, µM (top dose mostly 76.6 µM), inactives show at the top dose activity change, negative = inhibition, most hits filed as inhibitors | 0.093% of 390,000 active; also: potency is read from the fitted curve at half-maximal effect; % is scaled to controls: 0 for no effect and ±100 for the full control effect; nearly all actives have a fitted effect of over 65% in size
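IDH1-R132H (0.5 ug/mL dispensed) in pH 7.5 Tris buffer was preincubated 30 min with compound, then given a substrate mix of 0.016 mM NADPH and 2 mM alpha-KG for 80 min at room temperature; remaining NADPH was read by diaphorase/resazurin fluorescence.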
RGS4 inhibitor = human RGS4 inhibition | P49798 | Transcreener GDP fluorescence polarization, RGS4-accelerated GTP hydrolysis | Potency, µM (titrated, usually from 114 µM), for inactives: at the top dose activity change, negative = inhibition, usual class: inhibitors | 0.039% of 390,000 active; also: potency is read from the fitted curve at half-maximal effect; % is scaled to controls: 0 for no effect and ±100 for the full control effect; nearly all actives have a fitted effect of over 75% in size; some results filed as inactive show a strong effect at the top dose
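MLSMR compounds (23 nl, pin-transferred) preincubated 10 min at room temperature with a 500nM (2x) first reagent, then RGS4 at 900nM (2x) plus Transcreener GDP mix added; fluorescence polarization (620/688 nm) read before and after 90 min at 30 °C.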
USP1 inh = USP1/UAF1 (human) deubiquitinase inhibition; 0.23% of 390,000 active; Potency, µM (series often up to 57.1 µM), without a hit: at the top dose activity change, negative = inhibition, hits mostly inhibitors; recombinant USP1/UAF1, Ub-Rhodamine cleavage fluorescence; O94782; also: potency is read from the fitted curve at half-maximal effect; % is scaled to controls: 0 for no effect and ±100 for the full control effect; nearly all actives have a fitted effect of over 60% in size; inactives centre near -12
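Step one: compound is pinned into 1nM USP1/UAF1 in HEPES pH 7.8 buffer with TCEP. Step two: 15 min room-temperature incubation. Step three: Ub-Rho (150nM final) starts cleavage, tracked by fluorescence over six one-minute reads.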
Glioma ERSR ind = induces the endoplasmic reticulum stress response in human glioma cells. U87-MG GRP78 promoter luciferase reporter, 16 h. Potency, µM, for inactives: at the top dose activation, actives largely listed as activators. 0.02% of 420,000 active; also: potency is read from the fitted curve at half-maximal effect; series mostly up to about 76 µM; % of control where 0% means no effect; nearly all actives have a fitted effect of over 35% in size
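Stably transfected U87-MG human glioma cells carrying a GRP78-based luminescent sensor were seeded at 1000 cells/well, pin-dosed with compounds and incubated 16 h. Luciferase reagent was then added, and end-point luminescence was read after 10 min at room temperature.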
TrxR1 substrate = substrates of rat thioredoxin reductase 1; O89049; purified TrxR1 substrate turnover, NADPH consumption readout; Potency, µM (doses to about 114 µM), for inactives: top-dose activity change, negative = substrate turnover; 0.01% of 390,000 active; AID 588456; also: potency is read from the fitted curve at half-maximal effect; % is scaled to controls: 0 for no effect and ±100 for the full control effect; nearly all actives have a fitted effect of over 50% in size
Target sequence (O89049 whole entry, looked up): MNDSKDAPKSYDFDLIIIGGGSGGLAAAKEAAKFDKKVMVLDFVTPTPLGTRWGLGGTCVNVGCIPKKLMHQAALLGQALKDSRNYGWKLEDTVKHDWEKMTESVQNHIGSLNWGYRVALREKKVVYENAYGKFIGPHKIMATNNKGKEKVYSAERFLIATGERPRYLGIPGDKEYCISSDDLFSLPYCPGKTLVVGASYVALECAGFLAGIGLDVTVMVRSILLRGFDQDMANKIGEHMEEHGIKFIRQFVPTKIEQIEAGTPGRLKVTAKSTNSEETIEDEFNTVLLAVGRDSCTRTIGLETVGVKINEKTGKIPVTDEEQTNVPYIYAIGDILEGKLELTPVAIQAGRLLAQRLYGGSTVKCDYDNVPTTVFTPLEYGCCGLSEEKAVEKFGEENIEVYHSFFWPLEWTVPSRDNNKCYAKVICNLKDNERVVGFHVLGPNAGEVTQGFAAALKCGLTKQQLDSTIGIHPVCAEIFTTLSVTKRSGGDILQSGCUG
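Rat TrxR1, dispensed at 90 nM, was prereduced with 400 uM NADPH (final) for 5 min at ~22 deg C, then incubated with compound 15 min before 400 uM selenite. A first-read NADPH fluorescence drop versus no-compound background flagged substrates.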
TrxR1 inh = inhibitors of rat thioredoxin reductase 1; recombinant rTrxR1, NADPH fluorescence consumption, selenite substrate; O89049; Potency, µM (series often up to 114 µM), without a hit: top-dose activity change, negative = inhibition, hits mostly inhibitors; 1% of 390,000 active; AID 588453; also: potency is read from the fitted curve at half-maximal effect; % is scaled to controls: 0 for no effect and ±100 for the full control effect; nearly all actives have a fitted effect of over 65% in size
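Rat TrxR1 (90 nM in the dispensed reagent) was pre-reduced with 400 uM NADPH for 5 min at room temperature, then incubated with compound for 15 min. After 400 uM selenite was added, NADPH fluorescence (Ex 340/Em 450 nm) was followed for 8 min.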
Vif-APOBEC3G blk = inhibitors of Vif-APOBEC3G interaction; HeLa A3G-eYFP + Vif (tagged APOBEC3G with the HIV-1 protein that degrades it), YFP fluorescence, overnight; Potency, µM (top dose mostly 46.1 µM), for the others: top-dose activity, negative = active, actives largely listed as inhibitors; 0.076% of 410,000 active; AID 602310;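 also: potency is read from the fitted curve at half-maximal effect; % is scaled to controls: 0 for no effect and ±100 for the full control effect; nearly all actives have a fitted effect of over 60% in size; hits raise eYFP signal because A3G escapes Vif-driven loss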
Target sequence (Q9HC16 whole entry, looked up): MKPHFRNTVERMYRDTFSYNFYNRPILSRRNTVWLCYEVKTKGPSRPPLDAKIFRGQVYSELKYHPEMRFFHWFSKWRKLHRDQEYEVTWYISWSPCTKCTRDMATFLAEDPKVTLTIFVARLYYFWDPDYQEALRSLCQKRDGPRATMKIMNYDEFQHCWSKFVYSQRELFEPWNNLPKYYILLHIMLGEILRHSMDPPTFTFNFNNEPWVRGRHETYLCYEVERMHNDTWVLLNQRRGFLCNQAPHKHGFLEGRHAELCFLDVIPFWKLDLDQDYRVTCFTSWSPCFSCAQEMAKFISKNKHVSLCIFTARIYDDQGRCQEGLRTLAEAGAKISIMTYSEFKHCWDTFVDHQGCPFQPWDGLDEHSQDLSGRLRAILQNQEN
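HeLa cells stably expressing Vif and C-terminally eYFP-tagged A3G, seeded overnight at 37 deg C, then exposed to compound by pintool overnight at 37 deg C. Rise in yellow fluorescence (Ex 488/Em 500-530, Acumen) marks blocked Vif-driven A3G degradation.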
Vif-APOBEC3F blk = inhibitors of Vif-A3F interaction | AID 602313 | 0.2% of 390,000 active | HeLa A3F-eYFP + Vif (tagged APOBEC3F with the HIV-1 protein that degrades it), YFP fluorescence increase | Potency, µM (series often up to 46.1 µM), inactives show at the highest dose activity, negative = active; also: potency is read from the fitted curve at half-maximal effect; % of control where 0% means no effect; nearly all actives have a fitted effect of over 65% in size
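HeLa cells stably expressing A3F-eYFP plus Vif, plated and incubated overnight at 37 deg C, then exposed to compounds overnight at 37 deg C. Blocked degradation read as raised yellow fluorescence (Ex 488/Em 500-530).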
* marks the source's active call; other numbers are inactive results; ? = inconclusive; . = not tested or not shown; & = joins results of further samples; [ ] = another dose, or the depositor's remark. Unless noted, calls follow the shape of the dose curve; as a rule, active = well fitted curve in the direction sought with a large enough effect; inconclusive = small, poorly fitted or top-dose-only effect, or another doubt; inactive = no such curve, though single readings can be large; an effect the other way counts as inactive or inconclusive.

SMILES	LDHA inh	IDH1 R132H inh	RGS4 inhibitor	USP1 inh	Glioma ERSR ind	TrxR1 substrate	TrxR1 inh	Vif-APOBEC3G blk	Vif-APOBEC3F blk
Cc1ccc(OCc2ccc(-c3nc(C#N)c(N4CCC(C)CC4)o3)o2)cc1	-1	0%	-10%	-12%	-2%	31%	48%[activator]	8%	0%
CCCC(=O)N(c1ccc(OC)cc1)C1C=CS(=O)(=O)C1 (stereo not given)	-1	-1%	4%	?	-4%	8%	8%	2%	-3%
CC(C)c1cc(C(=O)NCCc2ccccc2)no1	-5	7%	31%	-2%	1%	0%	18%	3%	1%
O=C(Nc1ccc2nc(-c3cccs3)[nH]c2c1)c1ccco1	-3	7%	-10%	-20%	17%	9%	3%	-11%	-12%
CCN1CCC(O)(C#Cc2ccccc2)CC1	0	4%	-1%[56.9 µM]	-7%	0%	-2%	-22%	-9%	6%
Cc1ccc(-c2ccc(CCC(=O)O)n2-c2cccc(C(=O)O)c2)cc1	-15	-9%	-32%	-22%	-6%	9%	?	-1%	-7%
COc1cc(OC)cc(C(=O)NC(C)CCc2ccccc2)c1 (stereo not given)	-1	14%	14%	-19%	-3%	-1%	19%	-16%	-2%
COc1cccc(S(=O)(=O)N(C)C[C@@H]2OCc3cn(nn3)CCCC(=O)N([C@H](C)CO)C[C@H]2C)c1	-10	-5%	.	6%	-2%	.	.	-6%	-14%
COc1ccc2nc(C)cc(SCC(=O)N/N=C/c3c(OC)ccc4ccccc34)c2c1	-1	1%	-6%	-11%	-1%	-13%	-12%	3%	-12%
CC(CN1C(C)CCCC1C)OC(=O)c1ccccc1Br (stereo not given)	-6	-4%	5%[56.9 µM]	-21%	-2%	7%	25%	-11%	-7%
COc1ccc(CC(C)N2CCN(Cc3ccccc3)CC2)cc1OC (stereo not given)	-4	-13%	4%	-17%	-3%	2%	21%	7%	11%
N#CC1=C2SCN(Cc3ccccc3)CN2C(=O)CC1c1ccc2c(c1)OCO2 (stereo not given)	12	10%	?	-15%	-4%	-3%	?	2%	-6%
NC(=O)C(c1cccc(Cl)c1)c1ncc(C(F)(F)F)cc1Cl (stereo not given)	-3	-1%	22%	-13%	-1%	-12%	-12%	2%	-11%
COc1ccc(C(CC(=O)O)n2cnnn2)cc1 (stereo not given)	-5	-10%	7%	-13%	-3%	0%[57.1 µM]	0%[57.1 µM]	0%	6%
COc1cccc(CN(C)C(=O)Cn2cc(C)c(=O)[nH]c2=O)c1	0	14%	5%	-1%	-2%	-14%	-35%	3%	-9%
CN(CC(=O)Nc1ccc(Cl)cc1)C(=O)C1=COCCO1	-3	6%	-7%	-18%	4%	-1%	-3%	-1%	0%
CCOC(=O)c1cc2c(=O)n3ccccc3nc2n(CC2CCCO2)c1=NC(=O)/C=C/c1ccccc1 (stereo not given)	-11	-12%	23%	?	2%	40%	30%[57.1 µM]	0%	3%
Cc1cccc(C(=O)Nc2ccccc2N2CCN(c3ccc(F)cc3)CC2)c1	2	9%	-3%	-11%	-4%	4%	6%	0%	.
Cc1occc1-c1nnc(SCC(=O)c2ccc(Cl)cc2)n1CC1CCCO1 (stereo not given)	2	3%	-12%	-12%	-3%	2%	?	-3%	-8%
Cn1c(=O)c2c(nc(CN3CCCCC3)n2CCCc2ccccc2)n(C)c1=O	2&0	9%	-27%	-15%	-6%	4%	-2%	0%	.
O=C1OC(O)c2cccc3cccc1c23 (stereo not given)	-7	-1%	.	-14%	-6%	.	.	0%	0%
CCc1cc2c(cc3c(=O)n(CC(=O)NCCOC)nc(CC)n32)s1	3	-5%	-2%	?	-2%	1%	3%	-4%	-6%
CN1CCN(C(=O)C2=C[C@H](c3ccc(Br)cc3)C[C@H](OCCCCO)O2)CC1	-1	-8%	4%	-24%	-3%	0%	-11%	0%	5%
CC[C@H]1C(=O)[C@@H](Cc2ccccc2)[C@@H]2CCN3C(=O)CCC[C@H]1[C@H]23	-2	-1%	4%	-24%	1%&-3%	6%&-3%	17%&-13%	-4%&1%	-9%
O=C(/C=C/c1ccc(Cl)cc1)NCc1ccco1	-1	13%	-18%	-20%	5%	3%	22%	-6%	-21%

Structures above that have an aryl methoxy group (seven):
SMILES	LDHA inh	IDH1 R132H inh	RGS4 inhibitor	USP1 inh	Glioma ERSR ind	TrxR1 substrate	TrxR1 inh	Vif-APOBEC3G blk	Vif-APOBEC3F blk
CCCC(=O)N(c1ccc(OC)cc1)C1C=CS(=O)(=O)C1 (stereo not given)	-1	-1%	4%	?	-4%	8%	8%	2%	-3%
COc1cc(OC)cc(C(=O)NC(C)CCc2ccccc2)c1 (stereo not given)	-1	14%	14%	-19%	-3%	-1%	19%	-16%	-2%
COc1cccc(S(=O)(=O)N(C)C[C@@H]2OCc3cn(nn3)CCCC(=O)N([C@H](C)CO)C[C@H]2C)c1	-10	-5%	.	6%	-2%	.	.	-6%	-14%
COc1ccc2nc(C)cc(SCC(=O)N/N=C/c3c(OC)ccc4ccccc34)c2c1	-1	1%	-6%	-11%	-1%	-13%	-12%	3%	-12%
COc1ccc(CC(C)N2CCN(Cc3ccccc3)CC2)cc1OC (stereo not given)	-4	-13%	4%	-17%	-3%	2%	21%	7%	11%
COc1ccc(C(CC(=O)O)n2cnnn2)cc1 (stereo not given)	-5	-10%	7%	-13%	-3%	0%[57.1 µM]	0%[57.1 µM]	0%	6%
COc1cccc(CN(C)C(=O)Cn2cc(C)c(=O)[nH]c2=O)c1	0	14%	5%	-1%	-2%	-14%	-35%	3%	-9%

Back to the main list with the 2 entries that preceded the break.
SMILES	LDHA inh	IDH1 R132H inh	RGS4 inhibitor	USP1 inh	Glioma ERSR ind	TrxR1 substrate	TrxR1 inh	Vif-APOBEC3G blk	Vif-APOBEC3F blk
CC[C@H]1C(=O)[C@@H](Cc2ccccc2)[C@@H]2CCN3C(=O)CCC[C@H]1[C@H]23	-2	-1%	4%	-24%	1%&-3%	6%&-3%	17%&-13%	-4%&1%	-9%
O=C(/C=C/c1ccc(Cl)cc1)NCc1ccco1	-1	13%	-18%	-20%	5%	3%	22%	-6%	-21%
COC(=O)COc1ccc(S(=O)(=O)Nc2ccc3c(c2)OCCO3)cc1Cl	-4	7%	4%	-10%	-8%	-3%	6%	1%	-7%
CC1CCCCN1C(=O)CSc1nc(-c2ccccc2)cn1N (stereo not given)	2	1%	-27%	-13%	-2%	0%[57.1 µM]	15%[57.1 µM]	-4%	7%
CCCCCCCCCC(=O)Nn1cnc2ccccc2c1=O	0	-6%	13%	-21%	-2%	-8%	10%	0%	1%
CC(C)(C)OC(=O)NCCCCCNC(=O)c1nc[nH]c1C(=O)N1CCN(C(=O)OC(C)(C)C)CC1	-4	-4%	-1%	-23%	-1%	12%[57.1 µM]	27%[57.1 µM]	0%	-2%
Cc1cccc(Cl)c1OCCN1CCCC1	-21	7%	33%	-13%	-2%	7%[57.1 µM]	4%[57.1 µM]	-5%	2%
CCOC(=O)c1c[nH]c2c(C)cc(C)cc2c1=O	-3	5%	15%	-14%	-3%	8%	19%	-2%	7%
Cc1nnc(SCc2cccc(CSc3nnc(C)s3)c2)s1	-1	1%	23%	-15%	-4%	-14%	-11%	-9%	-2%
CC(C)(C)c1ccc(C(=O)Nc2cc(-c3nc4ccccc4o3)ccc2Cl)cc1	-1	.	-2%	?	.	-1%	6%	.	.
O=C(COC(=O)CNS(=O)(=O)c1c(F)cccc1F)NC(=O)NC1CCCCC1	0	-6%	15%	-14%	-6%	-9%	-6%	0%	2%
COc1cccc(C(=O)CC(=O)C(=O)Nc2ccc(C)cc2Cl)c1	-2	-18%	1%	-3%	-4%	-11%[11.4 µM]	-23%[11.4 µM]	4%	2%
CCOc1ccc(C(=O)NCC(=O)OCC(=O)N2CCC(C)CC2)cc1	-6	7%	15%	2%	-4%	-6%	-1%	2%	0%
CCn1c(CCCOc2ccc(Cl)cc2Cl)nnc1SCC(=O)Nc1cccc(F)c1	-12	1%	14%	1%	-5%	-9%	20%	0%	-17%
CCN(CC)S(=O)(=O)c1cccc(-c2n[nH]c(=S)n2/N=C/c2ccc(Br)cc2)c1	-10	-4%	-52%	-9%	-1%	-8%	-2%[57.1 µM]	-3%	2%

An excerpt (hit frequency here may not be typical).
